Screening data deposited in PubChem BioAssay by The Scripps Research Institute Molecular Screening Center.
CHO-K1 Ca antag = counter-screen for M1 antagonists: effect in parental CHO-K1 cells. 360,000 tested, 0.6% active. inhibition, % at 3 µM. AID 602250. ATP-induced calcium, Fluo-8 fluorescence;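 active = inhibition above a per-plate cutoff, the plate's mean sample inhibition plus 3 SD, cut at about 24% in these data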;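 also: 0% = DMSO plus EC80 ATP and 100% = DMSO alone without ATP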
CHRM4 agonist = human M4 muscarinic receptor agonists, primary screen, CHO-K1 cells, Fluo-8 calcium fluorescence; 360,000 tested, 0.14% active; AID 624127, 2012; activation, % at 3 µM; CHO-K1 hM4/Gqi5; vehicle 0%, full acetylcholine response 100%; Muscarinic acetylcholine receptor M4 (Homo sapiens), P08173;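 active = activation above the run mean over all test wells plus 3 SD, cut at about 32% in these data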;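 also: peak over basal fluorescence ratio per well then scaled between controls; 0% = DMSO wells and 100% = acetylcholine at EC100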
Target sequence (P08173 whole entry, looked up): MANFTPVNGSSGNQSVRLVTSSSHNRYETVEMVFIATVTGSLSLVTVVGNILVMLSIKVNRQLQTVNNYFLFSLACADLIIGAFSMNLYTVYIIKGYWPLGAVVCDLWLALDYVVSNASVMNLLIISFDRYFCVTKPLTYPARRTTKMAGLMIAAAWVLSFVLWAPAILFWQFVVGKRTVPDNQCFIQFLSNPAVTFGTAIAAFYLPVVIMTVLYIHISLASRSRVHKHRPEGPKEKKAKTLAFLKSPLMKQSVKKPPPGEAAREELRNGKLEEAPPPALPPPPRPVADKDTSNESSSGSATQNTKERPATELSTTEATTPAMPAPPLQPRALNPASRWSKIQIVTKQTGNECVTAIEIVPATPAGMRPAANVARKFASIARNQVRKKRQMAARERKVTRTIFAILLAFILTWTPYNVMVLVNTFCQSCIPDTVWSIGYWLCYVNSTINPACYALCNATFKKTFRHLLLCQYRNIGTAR
CHO parental Ca = ATP-evoked calcium signal inhibitors, parental CHO, primary screen, counter-screen for OX1R antagonist project, cell-based, fluorescence, Fluo-8 calcium dye. parental CHO-K1, ATP-induced calcium, Fluo-8 fluorescence. 330,000 tested, 0.63% active. AID 463079, 2010. inhibition, % at 5.6 µM;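 active = inhibition above that plate's mean sample inhibition plus 3 SD, cut at about 26% in these data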;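 also: 0% = ATP-challenged DMSO wells and 100% = DMSO wells without ATP; some compounds past the cut are filed as inactive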
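Test system: untransfected parental CHO cell line; also added: ATP stimulus; dosing: 5.6 µM, single dose; signal: calcium-sensitive Fluo-8 fluorescence; measure: percent inhibition of ATP-evoked calcium rise, normalized to controls; benchmarks: low control ATP plus DMSO, high control DMSO only; replication: one well per compound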
M1 PAM = human M1 muscarinic receptor positive allosteric modulators, primary screen, CHO-K1 cells, Fluo-8 calcium fluorescence, 1536-well; Muscarinic acetylcholine receptor M1 (Homo sapiens), P11229; CHO-K1 hM1, ACh EC20; 0% = ACh EC20, 100% = maximal ACh; activation, % at 3 µM; 360,000 tested, 0.088% active; AID 588819, 2011; in the data active = activation above about 19%, passing the limit was not always enough
Target sequence (P11229 whole entry, looked up): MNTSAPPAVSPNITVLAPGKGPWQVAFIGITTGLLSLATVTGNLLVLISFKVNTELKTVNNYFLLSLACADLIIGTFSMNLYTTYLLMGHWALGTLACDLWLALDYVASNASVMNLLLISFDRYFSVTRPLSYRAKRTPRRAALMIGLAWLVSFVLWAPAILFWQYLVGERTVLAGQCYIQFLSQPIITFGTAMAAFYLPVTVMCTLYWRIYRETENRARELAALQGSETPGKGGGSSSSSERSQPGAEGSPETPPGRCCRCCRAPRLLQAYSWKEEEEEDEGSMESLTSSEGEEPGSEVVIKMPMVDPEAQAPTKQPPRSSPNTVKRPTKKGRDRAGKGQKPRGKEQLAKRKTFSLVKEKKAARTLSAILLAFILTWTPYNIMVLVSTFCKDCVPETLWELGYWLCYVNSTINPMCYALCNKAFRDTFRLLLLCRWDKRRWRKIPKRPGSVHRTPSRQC
CHO-K1 Ca ag = counter-screen for M1 agonists: effect in parental CHO-K1 cells; Fluo-8 calcium fluorescence; scaled to maximal ATP response, vehicle zero; activation, % at 3 µM; 360,000 tested, 0.48% active; AID 602248, 2012; in the data active = activation above about 15%;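 also: untransfected CHO-K1 host cells lacking M1 receptor as counterscreen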
CHRM1 agonist = human M1 muscarinic receptor agonists, primary screen, Fluo-8 calcium fluorescence, CHO-K1 cells, HTS; CHO-K1 hM1, agonist mode; 0% DMSO, 100% acetylcholine EC100; activation, % at 3 µM; 360,000 tested, 0.33% active; Muscarinic acetylcholine receptor M1 (Homo sapiens), P11229;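 active = activation above the run's mean compound activation plus 3 SD, cut at about 16% in these data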;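 also: peak over basal fluorescence ratio within a 140 s kinetic read after compound addition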
OXTR potentiate = human OXTR potentiators, primary screen, fluorescence, CHO-OTR cells, Fluo-8 calcium; activation, % at 3 µM; Fluo-8 calcium fluorescence, potentiator mode; 0% = oxytocin EC15, 100% = EC100; Oxytocin receptor (Homo sapiens), P30559; AID 2445, 2010; 320,000 tested, 0.061% active;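 active = activation above that plate's cutoff, the mean activation of tested compounds plus 3 SD, cut at about 6.6% in these data, passing the limit was not always enough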;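 also: 100% uses oxytocin at 75 nM as the full agonist control; some results filed as inactive read as strong as hits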
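Assay system: CHO cell line stably expressing human OTR. Reagent: EC15 oxytocin agonist. Dosing: single dose, 3.0 µM nominal final compound concentration. Timing: compound 6 min at room temperature before oxytocin, 100 s read. Signal: kinetic Fluo-8 calcium fluorescence. Controls: oxytocin EC15 low and EC100 high.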
CHRM4 antagonist = human M4 muscarinic receptor antagonists, primary screen, CHO cells, Fluo-8 calcium fluorescence; Muscarinic acetylcholine receptor M4 (Homo sapiens), P08173; CHO-hM4 cells, ACh EC80; inhibition, % at 3 µM; 360,000 tested, 0.73% active; AID 624125, 2012;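 active = inhibition above its plate's cutoff, the mean inhibition of sample wells plus 3 SD, cut at about 27% in these data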;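 also: 0% = acetylcholine EC80 with DMSO and 100% = DMSO without agonist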
M1 antag = human M1 muscarinic receptor antagonists, primary screen, CHO-K1 cells, Fluo-8 calcium fluorescence, 1536-well. Muscarinic acetylcholine receptor M1 (Homo sapiens), P11229. CHO-K1 hM1, ACh EC80 antagonist. inhibition, % at 3 µM. 360,000 tested, 1.3% active. AID 588852, 2011;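 active = percent inhibition above its own plate's cutoff, namely the mean of that plate's compound wells plus 3 SD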;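 also: peak over basal fluorescence ratio during 140 s after agonist addition; 0% = ACh EC80 plus DMSO and 100% = DMSO alone without agonist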
* hit, by the source's call; / = not tested or not shown.

SMILES | CHO-K1 Ca antag | CHRM4 agonist | CHO parental Ca | M1 PAM | CHO-K1 Ca ag | CHRM1 agonist | OXTR potentiate | CHRM4 antagonist | M1 antag
O=C(CSc1nc2[nH]ncc2c(=O)[nH]1)N1CCCC1 | -12 | 1 | -10 | 11 | 1.0 | -7 | -1 | -4 | -7
O=C(NC1CC1)C1=C[C@@H](c2ccccc2)C[C@@H](OCCCCO)O1 | 7 | 1 | -5 | 0 | -0.1 | -2 | -3 | -6 | 9
Cc1ccc[n+](CC(=O)c2ccc(Br)cc2)c1 | -6 | 1 | / | 2 | 0.3 | -10 | / | 15 | -4
Cc1cc(C(F)(F)F)n2nc(-c3cnn(C)c3C(F)(F)F)cc2n1 | 17 | -2 | -2 | 3 | -0.2 | -5 | 3 | 15 | -1
O=C(c1ccccc1)N1CCN(C(=O)c2cccnc2)CC1 | -8 | 0 | 5 | 9 | 0.7 | -2 | -12 | -5 | -14
Cc1ccc(C(=O)Oc2ccc(N3C(=O)CCC3=O)c(C)c2)cc1 | 8 | 2 | -7 | -2 | -0.1 | 1 | -30 | 6 | 15
CCOc1ccc(C(C)NC(=S)NCc2ccc(Cl)cc2)cc1 (stereo not given) | -3 | 16 | 4 | -4 | 13 | 3 | -28 | -1 | 14
Cc1cc[n+](-c2[nH]c(=O)sc2/C=N/N=C(\[O-])c2ccncc2)cc1C | 18 | 0 | -4 | 9 | 0.0 | -2 | 1 | -2 | -6
CN(CC(=O)Nc1ccc(F)c(F)c1F)C(=O)CN1C(=O)C2CCCCC2C1=O (stereo not given) | 1 | 1 | -12 | 8 | 4.1 | 3 | -1 | -5 | -5
CN(C1CCCCC1)S(=O)(=O)c1cccc(C#N)c1 | 9 | 0 | -8 | 0 | -0.1 | 0 | -9 | -5 | 4
CC(=O)Nc1ccc(Nc2ncnc3c2cnn3-c2ccccc2)cc1 | 7 | 6 | -10 | -5 | 0.6 | 0 | -3 | 28* | 11
CC1C(=O)N(Cc2cn(Cc3ccco3)nn2)CCS(=O)(=O)N1Cc1ccc(-c2cccc(N(C)C)c2)cc1 (stereo not given) | -7 | 1 | / | 6 | 0.0 | -4 | / | -8 | -12
O=C(/C=C/c1ccccc1)C1=C(O)C(=O)N(CCO)C1c1ccc2c(c1)OCO2 (stereo not given) | -2 | 1 | 7 | 11 | 0.4 | -4 | -11 | 4 | -6
CC(=O)N1c2c(cc(Br)cc2S(=O)(=O)NCc2ccccc2)CC1C (stereo not given) | -20 | 3 | -10 | 9 | 5.1 | -1 | -8 | 0 | -10
CC(C)(C)NC(=O)C(Cc1ccccc1)N1C(=O)c2ccccc2C1=O (stereo not given) | -15 | 1 | -13 | 7 | 1.2 | -8 | 5 | 0 | -6
COC(C[C@@H]1O[C@@H]1C(=O)COCc1ccccc1)OC | -11 | 0 | / | 4 | 0.2 | -1 | / | -4 | 0
O=[N+]([O-])c1ccc(NN=Cc2cccc(O)c2)nc1 | -9 | 11 | / | 0 | 1.9 | 4 | / | -10 | -6
COc1ccc(-c2ccc3c(c2)S(=O)(=O)c2cccc(C(=O)NC4CCCC4)c2C3=O)cc1OC | -21 | 4 | -18 | 0 | 0.9 | -3 | 0 | -3 | -6
CCn1c(C)cc(/C=C2\NC(=O)N(Cc3ccccc3)C2=O)c1C | 0 | 0 | -15 | 6 | -0.4 | -2 | -21 | -7 | -4
O=C(O)C1=C[C@@H](c2ccc(F)cc2)C[C@@H](OCCCCO)O1 | -2 | 1 | -11 | 8 | 0.2 | -3 | 2 | 7 | -4
c1ccc(C2CC3CC(c4ccccc4)N2O3)cc1 (stereo not given) | -10 | -1 | -11 | 8 | 0.0 | -7 | -3 | -10 | -19
CCC(CC)C1=NN2C(=N)/C(=C/c3ccc(OC(=O)c4ccco4)cc3)C(=O)N=C2S1 | -7 | 1 | -13 | 8 | -0.2 | -3 | -5 | -12 | -19
O=C(NC1CCCCCC1)c1ccc(CS(=O)Cc2ccccc2Cl)o1 (stereo not given) | -5 | 4 | -17 | 6 | 1.3 | -3 | -5 | -4 | -10
Cc1ccccc1NC(=O)CSc1nc2scc(C)c2c(=O)[nH]1 | -18 | 2 | -28 | 4 | 6.0 | 0 | -6 | -12 | -12
CC(=O)Nc1ccc(S(=O)(=O)N(C)c2nc3ccccc3nc2Cl)cc1 | -4 | 17 | -11 | 9 | 5.3 | -1 | -9 | -7 | -3
Cc1ccn2c(C(=O)NN=C3CCN(C)CC3)c(C)nc2c1 | 9 | 16 | 1 | -15 | 4.8 | -6 | -8 | 5 | 17
CCn1c(SCC(=O)Nc2ccc3c(c2)OCCO3)nnc1-c1cccs1 | -22 | 3 | -16 | 3 | 0.6 | -4 | -2 | -5 | -3
CCCCC/C(=N\NC(=O)CCC(=O)NCc1ccccc1)c1ccccc1 | -8 | -1 | -7 | 11 | 0.2 | -12 | -4 | -7 | -7
CCN(CC)CCn1c(SCC(=O)Nc2ccc3c(c2)CCC3)nc2ccccc2c1=O | -12 | 0 | -33 | 4 | 0.9 | -7 | -8 | 1 | -4
Cc1nnc(NCCN2CCOCC2)[nH]c1=O | -12 | 1 | -1 | 0 | 0.1 | -3 | 0 | -3 | -4
Cc1ccc(C)c(CC(=O)N2CCCC(c3cc(C(=O)NCc4ccccc4)no3)C2)c1 (stereo not given) | -8 | 4 | / | 0 | 1.8 | -6 | / | -14 | -3
Cc1nc(Nc2ccc(S(=O)(=O)N3CCCC3)cc2)c2nnn(Cc3ccccc3)c2n1 | -1 | 1 | -7 | 10 | 0.3 | 2 | -8 | 7 | -7
Cc1cccc(NC(=O)c2ccc(F)c(S(=O)(=O)N3CCC4(CC3)OCCO4)c2)c1 | -16 | 9 | -14 | 4 | 4.8 | -1 | -11 | -15 | -11
CCOc1ccccc1CN1CCN(C2CCOCC2)CC1CCO (stereo not given) | -9 | 1 | -3 | 1 | 1.5 | -8 | 1 | -9 | 1
Nc1nc2n(n1)C(=O)CC(c1ccccc1[N+](=O)[O-])N2 (stereo not given) | -15 | 2 | -2 | 9 | 0.7 | -4 | -5 | -13 | -4
O=C(CSc1ccc2nnc(-c3cccnc3)n2n1)NCC1CCCO1 (stereo not given) | -9 | 0 | -7 | 7 | 0.9 | -2 | -4 | -11 | -4
CN(C)c1ccc(C(C#N)c2ccc(Cl)cc2)nn1 (stereo not given) | -9 | -1 | -27 | 5 | -0.1 | -7 | -14 | -13 | -8
Cn1c(=O)c2c(nc(CN3CCc4ccccc4C3)n2CCCO)n(C)c1=O | -17 | 1 | -15 | 3 | 0.4 | -7 | -2 | -2 | -2
C(=N\N1CCOCC1)/c1nc(-c2ccccc2)n2ccccc12 | -2 | 3 | 9 | 3 | 14 | -8 | -9 | -3 | 3
Cc1cccc(OCCNc2ncccc2[N+](=O)[O-])c1 | -7 | -1 | / | 9 | -0.1 | -4 | / | -12 | -23
COc1cc(C(=O)Oc2ccccc2OC(=O)c2cc(OC)c(OC)c(OC)c2)cc(OC)c1OC | 1 | 0 | / | 5 | 0.2 | -3 | / | -10 | -13
CCOC(=O)C(=NC(C)CC)NNc1ccc(Br)cc1 (stereo not given) | -12 | 0 | -18 | 2 | 0.2 | -6 | -7 | 0 | -10
Cc1cc(C)nc(N2CCCC(C(=O)NC(C)CCc3ccco3)C2)n1 (stereo not given) | -19 | 1 | -21 | 3 | 0.1 | -7 | -3 | 3 | -5
COc1ccccc1NC(=O)Cn1nc(-c2ccc(Cl)cc2)c2ccccc2c1=O | 13 | 2 | -24 | 13 | -0.1 | 12 | -13 | -5 | -27
O=C(c1ccco1)N1CCN(C(=O)c2cc(-c3ccccc3)nc3ccccc23)CC1 | 1 | 11 | -17 | -5 | 3.9 | 0 | -7 | -3 | 11

Pulled one by one from the entries so far, 2 records:
SMILES | CHO-K1 Ca antag | CHRM4 agonist | CHO parental Ca | M1 PAM | CHO-K1 Ca ag | CHRM1 agonist | OXTR potentiate | CHRM4 antagonist | M1 antag
Cc1cccc(NC(=O)c2ccc(F)c(S(=O)(=O)N3CCC4(CC3)OCCO4)c2)c1 | -16 | 9 | -14 | 4 | 4.8 | -1 | -11 | -15 | -11
O=C(c1ccco1)N1CCN(C(=O)c2cc(-c3ccccc3)nc3ccccc23)CC1 | 1 | 11 | -17 | -5 | 3.9 | 0 | -7 | -3 | 11

Structures listed so far marked active in CHRM4 antagonist:
smiles,CHRM4 agonist,M1 PAM,CHRM1 agonist,OXTR potentiate,CHRM4 antagonist,M1 antag
CC(=O)Nc1ccc(Nc2ncnc3c2cnn3-c2ccccc2)cc1,6,-5,0,-3,28*,11

Carrying on.
SMILES | CHO-K1 Ca antag | CHRM4 agonist | CHO parental Ca | M1 PAM | CHO-K1 Ca ag | CHRM1 agonist | OXTR potentiate | CHRM4 antagonist | M1 antag
Cn1c(-c2ccccc2)cc2ccccc21 | -22 | 0 | -2 | 9 | -0.1 | -3 | -15 | -9 | -18
COc1ccccc1NC(=O)CN1C(=O)C(C)SC(C)C1=O (stereo not given) | 5 | 1 | -3 | 10 | -0.3 | -2 | -12 | -6 | -1
COc1ccccc1/C=N/NC(=O)C(=O)NCc1cccnc1 | 3 | -1 | -19 | 1 | -0.6 | -10 | -7 | 6 | -2
O=C(CSc1nnnn1-c1cccc2c1CCCC2)N1CCCCC1 | 0 | 8 | -13 | -1 | 3.6 | 4 | -10 | 7 | -15
COc1cc(C)c(/C=C(\C#N)C(=O)Nc2ccc(C)cc2)cc1C(C)C | 9 | 1 | -20 | 1 | -0.3 | -2 | -10 | -1 | -1
CC(C)(O)C#Cc1ccc(C(=O)N2CCCC(CNS(=O)(=O)c3cccs3)C2)o1 (stereo not given) | 10 | 3 | -10 | -6 | 0.8 | -1 | -7 | 0 | 14
CCOC(=O)c1c(C)[nH]c(-c2csc(N)n2)c1C | -9 | 0 | / | 3 | 0.2 | -3 | / | 4 | 4
COc1ccc(C(=O)/C=C/c2ccc(O)cc2)cc1 | 1 | 0 | 2 | 5 | 1.3 | 0 | -4 | -2 | -10
Cc1cc(C)c(S(=O)(=O)N(C)CC(=O)N2CCCCC2)c(C)c1 | 0 | 1 | -13 | -1 | 0.6 | -4 | -16 | 2 | -23
COc1ccc(CC(=O)NC2CCSc3ccccc32)c(OC)c1 (stereo not given) | -7 | 1 | -8 | -6 | 1.0 | -7 | -6 | 9 | 2
C=CCNc1ncnc2c1[nH]c1ccccc12 | 5 | 6 | -7 | -4 | 2.9 | 0 | -9 | 9 | 7
